JMJD2E inh = inhibitors of human JMJD2E histone demethylase | B2RXH2 | actives 1.6% (n = 230,000) | Potency, µM (highest dose often 57.1 µM), inactives show top-dose activity change, negative = inhibition, hits mostly inhibitors | JMJD2E catalytic domain, FDH-coupled NADH fluorescence (FDH is formaldehyde dehydrogenase); active = well fitted inhibition curve with a large enough effect, not every such curve was filed as active; inconclusive = small, poorly fitted or top-dose-only effect, or another doubt; inactive = no such curve, though single readings can be large or run the other way;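 also: 0% = wells with enzyme and -100% = buffer wells without enzyme; nearly all actives have a fitted effect of over 50% in size; many of its hits are not listed in these tables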
Target sequence (B2RXH2 1-337 limits assumed): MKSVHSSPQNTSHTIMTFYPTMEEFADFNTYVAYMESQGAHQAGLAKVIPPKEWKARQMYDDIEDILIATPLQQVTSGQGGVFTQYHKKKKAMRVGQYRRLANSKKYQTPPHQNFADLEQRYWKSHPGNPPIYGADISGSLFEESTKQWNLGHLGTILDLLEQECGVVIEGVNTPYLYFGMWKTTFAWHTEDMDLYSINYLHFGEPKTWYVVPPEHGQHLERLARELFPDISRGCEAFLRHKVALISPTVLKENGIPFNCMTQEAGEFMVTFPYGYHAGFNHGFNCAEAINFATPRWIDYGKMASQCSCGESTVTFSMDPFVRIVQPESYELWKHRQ
TexasRed fluor = Texas Red fluorescence interference in TRb-SRC2 counter-screen; AID 1479; actives 0.29% (n = 280,000); Potency, µM (top dose mostly 106 µM), without a hit: at the highest dose fluorescence change, negative = quenching; TRb/SRC2 Texas Red total fluorescence interference; active = well fitted curve in either direction with a large enough effect; inconclusive = small, poorly fitted or top-dose-only effect
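Human TRβ ligand-binding domain (0.6 uM) and Texas Red SRC2 peptide (20 nM) in Tris buffer with 1 uM T3 and 5% DMSO were incubated with pinned compound for 5 hr at ambient temperature. Total fluorescence was computed as S + 2P (555/632 nm).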
Tau fibril FP = inhibitors of human tau fibril formation | K18 P301L tau heparin fibrillization, Alexa594 FP, 6 h | actives 0.39% (n = 280,000) | AID 1468 | Potency, µM (highest dose often 57.7 µM), for the others: top-dose activity, negative = inhibition, hits mostly inhibitors | P10636; also: nearly all actives have a fitted effect of over 55% in size
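FP of Alexa 594-tau after heparin (20 uM) induction. Substrate: human K18 P301L, 15 uM unlabeled, 0.24 uM labeled. Buffer 100 mM sodium acetate pH 7. 6 hr, 37 C.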
RGS12 GoLoco inh = RGS12 GoLoco-Gai1 interaction inhibition; P63096; Gai1:RGS12 GoLoco peptide FP, rhodamine, 10 min; Potency, µM (highest dose often 61.6 µM), for the others: at the top dose activity, negative = inhibition, most hits filed as inhibitors; actives 0.44% (n = 230,000); AID 880; active = well fitted inhibition curve with a large enough effect, not every such curve was filed as active; inactive = no such curve, though single readings can be large or run the other way; also: nearly all actives have a fitted effect of over 30% in size; many of its hits are not listed in these tables
TRb SRC2 PPI = disrupts binding of human TR beta to SRC2 | AID 1469 | actives 0.065% (n = 280,000) | P10828 | TRbeta-SRC2 peptide binding, fluorescence polarization; receptor liganded with 1 µM T3 | Potency, µM (titrated, usually from 106 µM), inactives show at the top dose activity change, negative = inhibition, usual class: inhibitors;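 also: plate controls were bound peptide for no effect and peptide without receptor for full effect; nearly all actives have a fitted effect of over 50% in size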
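Human TRb LBD (0.6 uM) plus Texas Red-labeled SRC2 peptide (20 nM), 1uM T3, 5% DMSO, 5 hr at ambient temperature. Decreased polarization (555/632 nm) flags inhibition; data normalized to free and bound peptide controls.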
RECQ1 helicase = RECQ1 (human) helicase inhibition | P46063 | RECQ1 DNA unwinding, red fluorescence kinetic read | Potency, µM (titrated, usually from 57.3 µM), for inactives: top-dose activity, negative = inhibition, most hits filed as inhibitors | actives 0.54% (n = 240,000) | AID 2549;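 also: plate controls were vehicle for no effect and no enzyme for full effect; nearly all actives have a fitted effect of over 30% in size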
Target sequence (P46063 whole entry, looked up): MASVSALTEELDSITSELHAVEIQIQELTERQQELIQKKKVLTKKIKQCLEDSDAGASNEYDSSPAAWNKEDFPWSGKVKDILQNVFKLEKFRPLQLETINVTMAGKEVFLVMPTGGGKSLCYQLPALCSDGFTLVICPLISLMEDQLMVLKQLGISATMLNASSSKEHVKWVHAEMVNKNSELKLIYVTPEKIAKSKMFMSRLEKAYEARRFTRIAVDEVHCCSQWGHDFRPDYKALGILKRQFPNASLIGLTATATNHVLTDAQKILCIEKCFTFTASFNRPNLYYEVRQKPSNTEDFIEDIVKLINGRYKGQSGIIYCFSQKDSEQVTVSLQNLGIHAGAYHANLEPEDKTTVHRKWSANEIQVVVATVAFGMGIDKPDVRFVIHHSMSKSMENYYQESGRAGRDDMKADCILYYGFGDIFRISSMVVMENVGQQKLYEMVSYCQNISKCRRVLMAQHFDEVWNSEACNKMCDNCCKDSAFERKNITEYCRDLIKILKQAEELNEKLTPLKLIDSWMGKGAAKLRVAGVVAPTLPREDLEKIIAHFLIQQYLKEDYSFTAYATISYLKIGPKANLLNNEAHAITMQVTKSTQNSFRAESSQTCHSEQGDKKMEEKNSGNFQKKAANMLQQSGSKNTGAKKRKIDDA
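RECQ1T1 50 nM; forked duplex (20 bp + 30-nt ss tails) 200 nM, ATP 2 mM final; pH 8.0, 2 mM MgCl2, 2.5 ug/ml poly(dI-dC); 15 min compound preincubation; discontinuous kinetic read over 2 h at RT.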
Tau fibril ThT = inhibitors of human tau fibril formation, thioflavin T binding; P10636; recombinant tau K18 P301L, heparin-induced fibrillization, ThT fluorescence; AID 1460; Potency, µM (titrated, usually from 57.4 µM), without a hit: at the highest dose activity, negative = inhibition, hits mostly inhibitors; actives 2.1% (n = 270,000); also: nearly all actives have a fitted effect of over 55% in size
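Using a mix of unlabeled (15 uM) and Alexa 594-labeled (0.24 uM) tau K18 P301L, heparin-triggered fibrillization over 6 hr at 37 C was scored by ThT fluorescence.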
L3MBTL1 block = blocks human L3MBTL1; Q9Y468; AlphaScreen L3MBTL1–H3K9me1 peptide binding; Potency, µM (doses to about 57.1 µM), for the others: at the highest dose activity, negative = inhibition, most hits filed as inhibitors; actives 0.66% (n = 230,000); AID 485360; also: nearly all actives have a fitted effect of over 60% in size
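L3MBTL1 (50 nM) pre-complexed 30 min with biotinylated H3(1-15)K9me1 peptide (75 nM), then compounds added for 30 min at room temperature; AlphaScreen streptavidin donor/nickel chelate acceptor beads (10 ug/mL final) read after 30 min dark incubation.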
Numbers without * were called inactive. Unless noted, calls follow the shape of the dose curve; as a rule, active = well fitted curve in the direction sought with a large enough effect; inconclusive = small, poorly fitted or top-dose-only effect, or another doubt; inactive = no such curve, though single readings can be large; an effect the other way counts as inactive or inconclusive. Unless noted, % is scaled to controls: 0 for no effect and ±100 for the full control effect; potency is read from the fitted curve at half-maximal effect. Not all compounds are listed; the hit share may differ from the screen's.

A first look (two entries):
What do the screens show for `CC1(C(=O)O)CCC(C(=O)Nc2ccccc2O)C1(C)C` (stereo unspecified)?
JMJD2E inh: 4%; TexasRed fluor: -6%; Tau fibril FP: -6%; RGS12 GoLoco inh: 7%; TRb SRC2 PPI: -1%; RECQ1 helicase: -10%; Tau fibril ThT: -11%

Results for COc1cccc(-c2cc(=O)c3cc(NC(C)=O)ccc3[nH]2)c1 ?
JMJD2E inh: inconclusive; TexasRed fluor: 0%; Tau fibril FP: 0%; RGS12 GoLoco inh: 9%; TRb SRC2 PPI: 6%; RECQ1 helicase: inactive; Tau fibril ThT: -8%; L3MBTL1 block: 2%

Results, previewed entries included:
What do the screens show for `CC1(C(=O)O)CCC(C(=O)Nc2ccccc2O)C1(C)C` (stereo unspecified)?
JMJD2E inh: 4%; TexasRed fluor: -6%; Tau fibril FP: -6%; RGS12 GoLoco inh: 7%; TRb SRC2 PPI: -1%; RECQ1 helicase: -10%; Tau fibril ThT: -11%

Results for COc1cccc(-c2cc(=O)c3cc(NC(C)=O)ccc3[nH]2)c1 ?
JMJD2E inh: inconclusive; TexasRed fluor: 0%; Tau fibril FP: 0%; RGS12 GoLoco inh: 9%; TRb SRC2 PPI: 6%; RECQ1 helicase: inactive; Tau fibril ThT: -8%; L3MBTL1 block: 2%

How did O=C1/C(=C/c2cccc(Cl)c2)CSc2sccc21 do in these assays?
JMJD2E inh: 4%; TexasRed fluor: 0%; Tau fibril FP: -2%; RGS12 GoLoco inh: 7%; TRb SRC2 PPI: 7%; RECQ1 helicase: 2%; Tau fibril ThT: -17%; L3MBTL1 block: 26%

What do the screens show for `Cc1ccc(C)c(Nc2nn3c(=O)c4ccc(C(=O)NCc5cccs5)cc4nc3s2)c1`?
TexasRed fluor: -5%; Tau fibril FP: inconclusive; TRb SRC2 PPI: 5%; Tau fibril ThT: inconclusive

What do the screens show for `CCC1=C(OC(=O)c2ccccc2)C(C)(C)C(c2ccccc2)OC1=O` (stereo unspecified)?
JMJD2E inh: 1%; TexasRed fluor: -4%; Tau fibril FP: 1%; RGS12 GoLoco inh: 8%; TRb SRC2 PPI: -1%; RECQ1 helicase: -10%; Tau fibril ThT: inconclusive

Results for CCOC(=O)NC1(NC2CCCCC2)Oc2ccccc2O1 ?
JMJD2E inh: -28%; TexasRed fluor: -3%; Tau fibril FP: 0%; RGS12 GoLoco inh: -2%; TRb SRC2 PPI: 0%; RECQ1 helicase: inconclusive; Tau fibril ThT: inconclusive; L3MBTL1 block: inconclusive

What do the screens show for `COc1ccc(-c2csc(C3=C(O)CN(Cc4ccc(Cl)cc4)C3=N)n2)cc1OC`?
JMJD2E inh: 4%; TexasRed fluor: -4%; Tau fibril FP: inconclusive; RGS12 GoLoco inh: 13%; TRb SRC2 PPI: -4%; RECQ1 helicase: inactive; Tau fibril ThT: inconclusive

How did Cc1nc(SCC(=O)c2ccc(Cl)s2)c2oc3ccccc3c2n1 do in these assays?
JMJD2E inh: 6%; TexasRed fluor: -1%; Tau fibril FP: -10%; RGS12 GoLoco inh: 11%; TRb SRC2 PPI: 11%; RECQ1 helicase: 0%; Tau fibril ThT: -3%; L3MBTL1 block: -1%

Results for C=CCN1CN=C(NS(=O)(=O)c2ccc(NC(C)=O)cc2)NC1 ?
JMJD2E inh: 0%; TexasRed fluor: 2%; Tau fibril FP: 4%; RGS12 GoLoco inh: -1%; TRb SRC2 PPI: -2%; RECQ1 helicase: inactive; Tau fibril ThT: 3%

What do the screens show for `Cc1nnc(-c2cccc(Br)c2)c2cn(-c3ccccc3)nc12`?
JMJD2E inh: 0%; TexasRed fluor: -1%; Tau fibril FP: -12%; RGS12 GoLoco inh: 6%; TRb SRC2 PPI: 8%; RECQ1 helicase: -8%; Tau fibril ThT: -6%; L3MBTL1 block: 4%

What do the screens show for `O=C(NCCc1ccccc1)C(NS(=O)(=O)c1cccc2nsnc12)c1ccccc1` (stereo unspecified)?
JMJD2E inh: 3%; TexasRed fluor: -4%; Tau fibril FP: -2%; RGS12 GoLoco inh: -10%; TRb SRC2 PPI: -3%; RECQ1 helicase: -2%; Tau fibril ThT: -9%; L3MBTL1 block: -2%

What do the screens show for `Cc1ccc(CNC(=O)c2ccc3c(c2)N(Cc2ccccc2)C(=O)c2ccccc2S3(=O)=O)cc1`?
TexasRed fluor: 1%; Tau fibril FP: inconclusive; TRb SRC2 PPI: -2%; Tau fibril ThT: 8%

What do the screens show for `CCOC(=O)N1CCN(C(=O)/C(=C/c2ccc(Cl)cc2)NC(=O)c2ccccc2)CC1`?
JMJD2E inh: -2%; TexasRed fluor: -3%; Tau fibril FP: 5%; RGS12 GoLoco inh: 4%; TRb SRC2 PPI: 2%; RECQ1 helicase: -5%; Tau fibril ThT: 2%; L3MBTL1 block: 1%

Results for COc1ccc(C2SCCN2C(=S)Nc2cccc(C(F)(F)F)c2)cc1 (stereo unspecified) ?
JMJD2E inh: -12%; TexasRed fluor: -25%; Tau fibril FP: inconclusive; RGS12 GoLoco inh: 2%; TRb SRC2 PPI: 0%; RECQ1 helicase: inconclusive; Tau fibril ThT: -12%; L3MBTL1 block: 5%

What do the screens show for `COC(=O)CCC(=O)Nc1ccc(Cl)c(Cl)c1`?
JMJD2E inh: 4%; TexasRed fluor: -8%; Tau fibril FP: 2%; RGS12 GoLoco inh: -1%; TRb SRC2 PPI: 5%; RECQ1 helicase: -3%; Tau fibril ThT: -5%; L3MBTL1 block: -1%

Results for CCn1ncc(/C=C/C(=O)Nc2c(C)nn(Cc3ccc(Cl)cc3Cl)c2C)c1C ?
JMJD2E inh: 4%; TexasRed fluor: 1%; Tau fibril FP: 2%; RGS12 GoLoco inh: 10%; TRb SRC2 PPI: 0%; RECQ1 helicase: -14%; Tau fibril ThT: -3%; L3MBTL1 block: 5%

How did COc1ccc(N=C(C)C2=C(O)COC2=O)cc1 do in these assays?
JMJD2E inh: -3%; TexasRed fluor: -1%; Tau fibril FP: 1%; RGS12 GoLoco inh: -1%; TRb SRC2 PPI: 3%; RECQ1 helicase: -6%; Tau fibril ThT: -7%; L3MBTL1 block: 3%

What do the screens show for `Cc1cccc(N2CCN(C(=O)CS(=O)(=O)Cc3nc(-c4ccccc4C)oc3C)CC2C)c1` (stereo unspecified)?
TexasRed fluor: -3%; Tau fibril FP: 8%; TRb SRC2 PPI: -1%; Tau fibril ThT: inconclusive

What do the screens show for `O=C(CNC(=O)c1ccccn1)N/N=C/c1ccc2c(c1)OCO2`?
JMJD2E inh: -7%; TexasRed fluor: -2%; Tau fibril FP: 1%; RGS12 GoLoco inh: 0%; TRb SRC2 PPI: 4%; RECQ1 helicase: 0%; Tau fibril ThT: -14%

How did CCC1=NN(C(=O)c2cccc(Br)c2)C(O)(c2ccc(Br)cc2)C1 (stereo unspecified) do in these assays?
JMJD2E inh: -8%; TexasRed fluor: -2%; Tau fibril FP: 7%; RGS12 GoLoco inh: 15%; TRb SRC2 PPI: -14%; RECQ1 helicase: -8%; Tau fibril ThT: 6%; L3MBTL1 block: 28µM*

How did Cc1ccc(NC(=O)/C(=C\c2ccccc2)NC(=O)c2ccco2)cc1 do in these assays?
JMJD2E inh: 8%; TexasRed fluor: 1%; Tau fibril FP: 5%; RGS12 GoLoco inh: 1%; TRb SRC2 PPI: -4%; RECQ1 helicase: 0%; Tau fibril ThT: -3%; L3MBTL1 block: 9%

Results for O=C(C1=NN[C@@H]2C(=O)N(c3cccc(C(F)(F)F)c3)C(=O)[C@H]12)c1ccc2ccccc2n1 ?
JMJD2E inh: -8%; TexasRed fluor: -18%; Tau fibril FP: 4%; RGS12 GoLoco inh: 0%; TRb SRC2 PPI: 5%; RECQ1 helicase: -9%; Tau fibril ThT: -17%; L3MBTL1 block: -2%

Results for COC(C/C=C/[C@H](O)COCc1ccccc1)OC ?
JMJD2E inh: 1%; TexasRed fluor: 0%; Tau fibril FP: 1%; RGS12 GoLoco inh: 9%; TRb SRC2 PPI: 4%; RECQ1 helicase: inactive; Tau fibril ThT: -5%

What do the screens show for `COc1ccccc1CC(=O)N1CCCC(CCC(=O)NCc2ccccc2F)C1` (stereo unspecified)?
JMJD2E inh: 4%; TexasRed fluor: -1%; Tau fibril FP: -17%; RGS12 GoLoco inh: -2%; TRb SRC2 PPI: -5%; RECQ1 helicase: inactive; Tau fibril ThT: -4%; L3MBTL1 block: -1%

Results for COc1ccc(NC(=O)CC2C(=O)N(c3ccc(C)cc3)C(=O)N2Cc2ccc(C)cc2)cc1 (stereo unspecified) ?
TexasRed fluor: -2%; Tau fibril FP: -12%; TRb SRC2 PPI: -4%; Tau fibril ThT: 4%

Results for COc1ccc(CNC(=O)C2CCCN2C(=O)NC2CCCCC2)cc1 (stereo unspecified) ?
JMJD2E inh: 0%; TexasRed fluor: -1%; Tau fibril FP: 1%; RGS12 GoLoco inh: 5%; TRb SRC2 PPI: -7%; RECQ1 helicase: -8%; Tau fibril ThT: -5%; L3MBTL1 block: 1%

How did COc1ccc(/C=N/NC(=O)Nc2cccc3nsnc23)cc1OC do in these assays?
JMJD2E inh: -7%; TexasRed fluor: 0%; Tau fibril FP: inconclusive; RGS12 GoLoco inh: 4%; TRb SRC2 PPI: -5%; RECQ1 helicase: 1%; Tau fibril ThT: inconclusive; L3MBTL1 block: 5%

Results for Cc1nc2c(C(=O)NCc3cccs3)cnn2c(C)c1Cc1ccccc1 ?
JMJD2E inh: inconclusive; TexasRed fluor: 0%; Tau fibril FP: 2%; RGS12 GoLoco inh: 7%; TRb SRC2 PPI: -1%; RECQ1 helicase: -3%; Tau fibril ThT: -12%; L3MBTL1 block: 6%

What do the screens show for `Cc1cccc2cc(CN(CC3CCCO3)C(=O)c3ccco3)c(=O)[nH]c12` (stereo unspecified)?
JMJD2E inh: inconclusive; TexasRed fluor: 0%; Tau fibril FP: -3%; RGS12 GoLoco inh: 2%; TRb SRC2 PPI: 3%; RECQ1 helicase: -5%; Tau fibril ThT: -10%; L3MBTL1 block: 0%
